Assay outcomes (PubChem BioAssay)
CendR NRP1 mod: alters CendR peptide binding to human NRP-1; inhibition, % at 25 µM; O14786; actives 0.85% (n = 360,000); FAM-RPARPAR peptide binding to NRP-1, fluorescence polarization;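 active = inhibition or corrected inhibition above about 18%, plus a signal ratio from 0.5 to 1.5, limit read from the data, passing the limit was not always enough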; also: strong numbers were not always called active
DNMT1 inh: inhibitors of human DNMT1. P26358. DNMT1 molecular beacon, Hinp1I cleavage, fluorescence. inhibition (reported as % activation of signal), % at 10 µM. actives 0.83% (n = 360,000). AID 588458; in the data active = inhibition above about 50%
Tb MetRS inh: blocks T. brucei methionyl-tRNA synthetase activity; actives 0.4% (n = 360,000); inhibition, % at 11.9 µM; purified T. brucei MetRS, ATP depletion, Kinase-Glo luminescence;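 active = inhibition above a per-plate cutoff of the control wells' mean inhibition plus 3 SD, cut at about 5.5% in these data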;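 also: 0% = DMSO wells median and 100% = median of wells with control inhibitor compound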
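Material: T. brucei methionyl-tRNA synthetase, purified; reagent: substrates ATP, L-methionine and bulk Escherichia coli tRNA; dosing: 11.9 µM single point; timing: 15 min plus 2 h at 25 °C; detection: luminescence of leftover ATP; evaluation: % inhibition; control set: DMSO-only wells as low control; replicates: singlicate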
SKN-1 block: inhibitors of C. elegans SKN-1; inhibition, % at 21.8 µM; actives 0.49% (n = 360,000); AID 624304; C. elegans VP596 Pgst-4::GFP/RFP ratio, acrylamide-induced, 24 h;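 active = interference check ratio from 0.5 to 1.5 plus GFP to RFP signal ratio inhibition reaching or exceeding a fixed threshold, cut at about 30% in these data, passing the limit was not always enough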; also: some compounds called inactive have numbers as strong as hits
NadD block: blocks S. aureus nicotinate mononucleotide adenylyltransferase. purified NadD enzyme, colorimetric absorbance read-out. inhibition, % at 20 µM. actives 0.78% (n = 360,000). AID 602399; in the data active = inhibition above about 26%; also: some compounds past the cut are filed as inactive
Scp1 inh: Scp-1 (human) phosphatase inhibition; inhibition, % at 20 µM; Recombinant Scp1, phosphopeptide, malachite green phosphate absorbance; Q9GZU7; actives 0.88% (n = 340,000);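 active = inhibition above about 50% at 20 µM, limit read from the data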;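 also: plate controls were DMSO wells with enzyme for no effect and wells lacking enzyme for full effect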
Target sequence (Q9GZU7 76-261 limits assumed): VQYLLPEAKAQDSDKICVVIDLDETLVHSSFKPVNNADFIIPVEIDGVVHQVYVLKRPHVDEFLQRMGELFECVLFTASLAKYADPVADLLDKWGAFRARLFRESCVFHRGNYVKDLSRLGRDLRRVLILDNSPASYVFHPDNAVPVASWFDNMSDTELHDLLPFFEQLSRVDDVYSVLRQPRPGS
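Test system – truncated SCP-1 phosphatase (76-261aa) · Reagent – Phosphorylated 17-residue peptide substrate · Incubation – 45 min room-temperature reaction, 5 min colour, 30 min stabiliser · Detection – colorimetric phosphate reagent with accelerator and stabiliser, absorbance at 630 nm · Measure – % inhibition at 20 µM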
SUMO1-SIM PPI: alters human SUMO1 binding to SIM partners; SUMO1 binding to a labelled peptide, TR-FRET, 1 h; inhibition, % at 20 µM; actives 0.33% (n = 360,000); P63165; in the data active = inhibition above about 37%
Target sequence (P63165 whole entry, looked up): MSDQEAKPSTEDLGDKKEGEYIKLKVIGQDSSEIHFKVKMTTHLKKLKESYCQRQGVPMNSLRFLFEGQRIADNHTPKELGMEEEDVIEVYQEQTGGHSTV
STEP inh: inhibitors of human striatal-enriched phosphatase STEP; P54829; recombinant STEP, OMFP fluorogenic substrate, fluorescence; inhibition, % at 20 µM; actives 0.25% (n = 360,000);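 active = inhibition at 20 µM, scaled per plate between control wells, above about 37%, limit read from the data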;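 also: 0% = DMSO with enzyme and substrate and 100% = substrate only without enzyme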
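Material: STEP (striatal-enriched tyrosine phosphatase) enzyme, cell-free | Medium: 50 mM Bis-Tris pH 6.0 with 2.5 mM DTT and 0.005% Tween 20 | Read-out: Percent inhibition scaled to no-enzyme and uninhibited-enzyme controls, plate-pattern corrected | Signal: Fluorescence read at 480 nm ex / 540 nm em | Times: 20 min reaction, room temperature, in the dark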
Neddyl block: inhibitors of human cullin neddylation; actives 0.58% (n = 360,000); P61081+Q13564; calls only at 25 µM; TR-FRET cullin neddylation, biochemical; AID 651699; in the data active = inhibition above about 36%
Target sequence (P61081 whole entry, looked up): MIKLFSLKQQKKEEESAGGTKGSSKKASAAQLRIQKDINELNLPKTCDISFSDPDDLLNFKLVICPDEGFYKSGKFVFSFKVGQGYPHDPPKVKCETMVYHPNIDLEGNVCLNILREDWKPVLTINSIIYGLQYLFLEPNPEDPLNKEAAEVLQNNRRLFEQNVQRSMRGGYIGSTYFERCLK
Target sequence (Q13564 whole entry, looked up): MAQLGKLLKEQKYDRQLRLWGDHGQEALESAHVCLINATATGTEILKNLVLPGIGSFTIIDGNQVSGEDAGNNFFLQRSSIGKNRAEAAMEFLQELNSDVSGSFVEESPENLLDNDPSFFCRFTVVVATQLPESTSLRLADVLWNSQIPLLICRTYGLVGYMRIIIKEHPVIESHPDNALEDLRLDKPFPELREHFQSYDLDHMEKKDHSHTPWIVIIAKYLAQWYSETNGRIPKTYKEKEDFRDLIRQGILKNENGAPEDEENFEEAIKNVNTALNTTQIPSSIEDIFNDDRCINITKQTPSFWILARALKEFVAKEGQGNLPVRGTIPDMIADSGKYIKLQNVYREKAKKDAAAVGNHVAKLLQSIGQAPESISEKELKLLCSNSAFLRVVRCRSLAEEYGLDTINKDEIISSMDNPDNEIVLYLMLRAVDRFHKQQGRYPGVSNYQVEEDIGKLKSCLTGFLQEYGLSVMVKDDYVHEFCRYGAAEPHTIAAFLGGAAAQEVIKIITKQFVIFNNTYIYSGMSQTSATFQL
LMPTP inh: LMPTP (human) inhibition. recombinant LMPTP-A, OMFP fluorogenic substrate, fluorescence intensity. inhibition, % at 20 µM. actives 0.22% (n = 360,000);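 active = compounds that cut the enzyme signal by at least half of the control window in the single-dose screen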;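 also: plate controls were DMSO wells with enzyme plus substrate for no effect and substrate without enzyme for full effect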
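Test system: LMPTP-A, protein tyrosine phosphatase of low molecular weight; Input: 0.625 nM enzyme; Incubation: 50 min dark incubation at room temperature; Signal: endpoint fluorescence intensity from OMFP dephosphorylation; Read-out basis: % inhibition versus control wells.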
* = called active by the depositor; i = inactive; nt = no result given.

SMILES	CendR NRP1 mod	DNMT1 inh	Tb MetRS inh	SKN-1 block	NadD block	Scp1 inh	SUMO1-SIM PPI	STEP inh	Neddyl block	LMPTP inh
Cc1ccc(NC(=O)CSc2nnc(CNC(=O)C34CC5CC(CC(C5)C3)C4)n2-c2ccc(F)cc2)cc1	-18	-7	0.2	11	2	3	3	-2	i	0.1
CC(=O)c1cnc2ncnn2c1C	6	8	0.5	1	2	0	-2	0	i	-0.1
COc1ccc(C(=O)O)cc1NS(=O)(=O)c1cccc2nsnc12	-10	3	-0.6	33	4	15	-25	0	i	-1.0
Cc1[nH]c2ccccc2c1C1=CC(=O)C=CC1=O	18	-17	-0.1	6	1	4	3	1	i	-0.7
Cc1ccc(Cn2nc3c(cc2=O)CCc2ccccc2-3)cc1	-1	0	-0.2	-2	-9	-3	-6	1	i	1.7
COc1ccc(/C=C/C(=O)c2cc(F)ccc2OC(=O)c2ccc(OC)c(OC)c2)cc1OC	-2	-7	0.3	-3	-11	-11	-3	0	i	1.6
Cc1cc(C(=O)NC2CC(C)(C)Cc3c2cnn3-c2cccc(F)c2)n(C)n1 (stereo not drawn)	2	2	-0.5	4	2	4	0	1	i	-0.5
COc1cccc(C(O)c2nc(-c3cc(F)cc(F)c3)cs2)c1 (stereo not drawn)	23	0	-0.5	8	-2	nt	-4	1	i	3.3
COc1ccc(NC(=O)N2CCN(c3nc(-c4cccc(OC)c4)cs3)CC2)cc1	-15	-16	0.4	6	2	-4	1	5	i	2.7
CC(NC(=O)Nc1ccc(Cl)cc1)C(c1cccs1)N1CCOCC1 (stereo not drawn)	-5	1	0.4	12	0	-14	5	1	i	-0.1
Cn1c(N)c(C(=O)CSc2nnc(-c3ccccc3F)n2C2CC2)c(=O)n(C)c1=O	-16	2	-0.8	-14	-1	-3	35	4	i	-0.8
O=C(CNC(=O)c1ccccc1)OCc1cc(=O)n2cc(Br)ccc2n1	-7	4	-0.6	-11	0	8	-15	-1	i	-0.7
COC(=O)c1cccc(NC(=O)CCN2C(=O)C3CC=CCC3C2=O)c1 (stereo not drawn)	-2	3	-0.4	8	-9	-5	2	1	i	-0.7
Cc1ccc(-c2cc(C)nc3ncnn23)cc1	0	2	0.1	-8	1	-7	2	0	i	-0.4
c1ccc(-n2ncc3c(NCc4ccco4)ncnc32)cc1	2	1	0.5	10	0	-8	5	-1	i	0.7
Cc1ccc(NC(=O)c2ccccc2[N+](=O)[O-])nc1	30*	-1	-0.1	2	-2	0	-5	-4	i	-1.3
CC1(C)N(O)CC(c2cccs2)=[N+]1[O-]	3	-2	-0.4	-13	-1	-8	0	-3	i	-1.4
CN(Cc1ccccc1)c1oc(-c2ccco2)nc1C#N	0	-3	-0.1	1	0	-9	-2	-2	nt	2.0
O=[N+]([O-])c1ccccc1S(=O)(=O)N1CCN(c2ccccn2)CC1	8	-1	-0.6	10	-5	1	-11	-1	i	0.9
O=C(O)c1ccc(-n2c(-c3cc(-c4ccco4)[nH]n3)n[nH]c2=S)cc1	-94	43	0.6	8	-3	67*	27	6	i	-2.2
Cc1cccc(OCC(=O)Nc2ccc(C(=O)NCC(C)C)cc2)c1	0	1	-0.8	6	-6	-2	2	1	i	-1.1
O=C(NC1CCN(CC(=O)N(c2ccccc2)c2ccccc2)CC1)c1ccc([N+](=O)[O-])cc1	5	-2	-0.8	-9	1	0	-19	-2	i	1.3
OCC1(CC2CCCCO2)CCN(C/C=C/c2ccccc2)CC1 (stereo not drawn)	0	-2	0.8	0	0	-1	3	2	i	1.2
CC1CC(C)CN(CCCNC(=O)c2ccc3nc(N4CCCCC4)sc3c2)C1 (stereo not drawn)	6	-2	-0.4	-4	-6	-10	-3	-1	i	-0.8
COc1ccc(Br)c(C(=O)N(C)CC(=O)Nc2ccc(N3CCOCC3)cc2)c1	20	3	-0.5	-3	-7	-11	4	1	i	-1.4

Additional records follow:
SMILES	CendR NRP1 mod	DNMT1 inh	Tb MetRS inh	SKN-1 block	NadD block	Scp1 inh	SUMO1-SIM PPI	STEP inh	Neddyl block	LMPTP inh
CC(C)C(=O)Nc1nc(-c2ccc([N+](=O)[O-])cc2)cs1	10	0	-0.7	18	2	-1	-26	-2	i	0.2
CC(C)c1ccccc1NC(=S)NN(Cc1ccccc1)c1ccccc1	2	7	-0.3	23	-8	-9	-4	2	i	0.2
COc1ccc(S(=O)(=O)N2CCCCCC2)cc1C(=O)N1CCN(c2ccccc2O)CC1	-9	-9	-0.1	8	13	-1	7	10	i	1.5
Cn1c(N)c(C(=O)CSc2nn(-c3ccccc3)c(=S)s2)c(=O)n(C)c1=O	-16	4	-0.3	12	-4	-9	-16	3	i	1.9
COc1ccccc1-n1c(C)nc(=O)c(-c2ccccc2)c1C	-4	0	-0.1	-1	7	-4	-2	-4	i	-1.1
O=C(CN1CCCN(Cc2ccc(F)cc2)S1(=O)=O)NC1CCCC1	-1	1	-0.6	-9	-4	-4	0	2	i	-0.9
COc1ccc2cc(C3CC=C(CO)CN3S(=O)(=O)c3ccccc3[N+](=O)[O-])n(C(=O)OC(C)(C)C)c2c1 (stereo not drawn)	1	nt	-0.7	-4	nt	nt	5	nt	i	4.4
Cc1cccc(N2CN(Cc3cccnc3)CNC2=S)c1C	5	-3	0.2	-1	2	3	7	-2	i	-2.0
C=CCn1c(-c2sc3nc(C)cc(C)c3c2N)n[nH]c1=S	19	-1	-0.1	6	-3	8	-13	2	nt	-1.1
CC(=O)Nc1cccc(-c2csc(C(C)(NC(C)=O)c3ccccc3)n2)c1 (stereo not drawn)	21	0	-0.1	2	-5	nt	2	0	i	-0.1
COC(=O)c1c(NC(NC(=O)C(C)C)C(Cl)(Cl)Cl)sc2c1CCCC2 (stereo not drawn)	-5	-5	0.2	1	2	-4	0	0	i	-0.6
Cc1c(S(=O)(=O)N2CCN(c3ccc(F)cc3)CC2)c(=O)n(C)c(=O)n1C	-19	5	-0.5	-4	-3	4	-6	-2	i	0.8
N/C(=N\NC(=O)Nc1ccc(Cl)cc1)c1ccccn1	-6	-6	-0.3	1	-4	-7	19	1	i	-0.2
Cn1c(=O)c2c(nc(NCc3cccnc3)n2Cc2ccc(Cl)cc2)n(C)c1=O	-1	0	0.4	14	-1	6	5	-1	i	1.9
CN(C(=O)c1ccc(NC(=O)Cc2cccc(NC(=O)C3CCN(C(=O)C4CCC4)CC3)c2)cc1)C1CCCC1	10	-4	-0.3	15	5	-4	1	-1	i	1.2
COCCCNC(=O)CCc1nc(-c2ccccc2Cl)no1	0	0	-0.1	20	2	-5	1	-1	i	0.8
Cc1ccc(NC(=O)COC(=O)Cc2cccs2)c(Br)c1	10	3	-0.2	14	-1	-9	6	1	i	0.1
Cc1cc([N+](=O)[O-])ccc1N	6	0	-0.5	9	-3	1	-15	0	i	0.6
O=C(Nc1ccccc1)O/N=C/c1ccccc1Cl	-14	-3	0.2	17	-5	-8	-1	0	i	1.3
CCOC(=O)c1c(NC(C)=O)sc2c1CCC(C=NCCCN(CC)CC)=C2Sc1ccccc1	-74	4	-0.1	-3	10	-7	-9	1	i	-4.0
COc1cc(C=O)ccc1OCCSc1ccc(Cl)cc1	8	-2	-0.1	3	-1	-11	-7	1	i	2.5
O=C(Nc1ccnn1C1CCN(Cc2ccn[nH]2)CC1)c1ccccc1	10	1	-0.5	-8	3	-4	-11	1	i	-0.8
O=C1CC(C(=O)N2CCN(c3ccccc3O)CC2)CN1Cc1ccccc1 (stereo not drawn)	-9	-3	-0.5	11	-4	0	4	0	i	0.1
Cc1cc(C)c2cc(C(=O)N3CCC(N4CCCCC4)CC3)[nH]c2c1	-6	-6	-0.1	28	2	-10	12	4	i	2.8
COc1ccccc1CCC(=O)Nc1ccc(S(=O)(=O)Nc2ncccn2)cc1	-39	-6	-0.1	0	0	nt	3	-2	i	-0.6

The final six entries of the part before open the next one.
SMILES	CendR NRP1 mod	DNMT1 inh	Tb MetRS inh	SKN-1 block	NadD block	Scp1 inh	SUMO1-SIM PPI	STEP inh	Neddyl block	LMPTP inh
CCOC(=O)c1c(NC(C)=O)sc2c1CCC(C=NCCCN(CC)CC)=C2Sc1ccccc1	-74	4	-0.1	-3	10	-7	-9	1	i	-4.0
COc1cc(C=O)ccc1OCCSc1ccc(Cl)cc1	8	-2	-0.1	3	-1	-11	-7	1	i	2.5
O=C(Nc1ccnn1C1CCN(Cc2ccn[nH]2)CC1)c1ccccc1	10	1	-0.5	-8	3	-4	-11	1	i	-0.8
O=C1CC(C(=O)N2CCN(c3ccccc3O)CC2)CN1Cc1ccccc1 (stereo not drawn)	-9	-3	-0.5	11	-4	0	4	0	i	0.1
Cc1cc(C)c2cc(C(=O)N3CCC(N4CCCCC4)CC3)[nH]c2c1	-6	-6	-0.1	28	2	-10	12	4	i	2.8
COc1ccccc1CCC(=O)Nc1ccc(S(=O)(=O)Nc2ncccn2)cc1	-39	-6	-0.1	0	0	nt	3	-2	i	-0.6
CC(NC(=O)Cc1ccc(S(=O)(=O)N2CCOCC2)s1)c1ccc(Br)cc1 (stereo not drawn)	9	1	-0.3	21	-1	-7	-8	-3	i	-6.6
CCOC(=O)c1cc(NC(=O)Nc2ccccn2)c(C)nc1C	9	8	-1.4	0	3	1	3	-4	i	-0.8
CC(=O)Nc1ccc(NC(=O)CCN2C(=O)c3ccccc3C2=O)cc1	4	-4	-0.3	5	2	3	-4	1	i	-1.3
COC(=O)c1cc(-c2ccc(C)o2)nc2ccccc12	-12	15	0.5	2	1	21	-10	0	i	1.4
O=C(Cc1ccccc1F)Nc1cccc(S(=O)(=O)N2CCOCC2)c1	-1	11	1.5	-5	1	-1	-1	-2	i	1.1
CC(C)NC(=S)NC1(C)CCS(=O)(=O)C1 (stereo not drawn)	1	1	-1.3	4	2	0	0	0	i	-0.6
O=C(COC(=O)Cc1c[nH]c2ccccc12)Nc1ccc(Cl)cc1	5	-1	-0.1	-12	-3	nt	5	-2	i	-2.8
O=C(N/C(=C\c1ccc(Cl)cc1)C(=O)N1CCOCC1)c1ccc([N+](=O)[O-])cc1	1	1	0.8	-9	1	-4	-22	-2	i	0.2
C=CCOc1cccc(C2C(C(=O)c3cccs3)=C(O)C(=O)N2Cc2cccnc2)c1 (stereo not drawn)	0	-4	-0.3	4	19	2	16	-2	i	0.0
O=C(N/N=C/C1CCCCC1)c1ccccn1	4	-3	-1.5	-2	0	2	1	-1	i	-0.1
